Lipid droplet = hepatic lipid droplet formation modulation | AML12 mouse hepatocytes, oleate lipid droplets, BODIPY imaging | inhibition, % at 6.5 µM | 240,000 compounds, 0.4% hits;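 active means lipid droplet intensity inhibited by at least 50%, with more than 500 cells counted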
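Material: mouse AML12 hepatocyte cell line, fixed after treatment; Timing: compound with oleate, overnight; Technique: high-content imaging of BODIPY-stained droplets and DAPI nuclei; Probe or stimulus: oleate, 100 µM final; Dosing: compound at 6.5 µM only.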
Lipid droplet cells 6.5 µM = also measured in Lipid droplet; calls as there; cell count; measured here: cell count, cytotoxicity flag;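 cells counted across two imaged fields per well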
* hit, by the source's call. The list is partial; the hit share may differ from the screen's.

Value order: Lipid droplet | Lipid droplet cells 6.5 µM
CCc1ccccc1NC(=O)CCNC(=O)Cn1ccc2ccccc2c1=O
    -17.2 | 811
COc1cccc(N2CCN(S(=O)(=O)c3ccc(CN4C(=O)c5cccnc5C4=O)cc3)CC2)c1
    5.5 | 717
C=CCN1C(=O)c2ccc(C(=O)N3CCC(C(N)=O)CC3)cc2C1=O
    -2.4 | 666
O=C(c1ccc(Cl)cc1)N1CCN(CCc2ccccn2)CC1
    -0.5 | 850
CCOc1ccc(C(=O)Nc2nnc(S(=O)(=O)Nc3ccccc3C)s2)cc1
    1.5 | 748
Cc1ccc(NC(=O)CCSc2nnc(C)o2)cc1
    -3.1 | 778
CN1CCN(C(=S)NC(=O)c2ccccc2Br)CC1
    2.8 | 829
COC(=O)C1=C(C)NC(=O)NC1c1ccc2c(c1)OCO2 (stereo not given)
    1.3 | 827
Cc1c(Cl)cccc1NC(=O)CSc1nncn1-c1ccccn1
    -0.6 | 772
Cc1ccc(S(=O)(=O)NCC2CCC(C(=O)NCCCN3CCCC3=O)CC2)cc1 (stereo not given)
    -14.4 | 640
O=C(CSc1nc2ccccc2s1)c1ccc(O)cc1O
    -1.1 | 854
C=CCn1c(SCC(=O)Nc2ccc(N3CCOCC3)cc2)nnc1-c1ccco1
    13.2 | 796
O=C(NC1CC1)C1CCN(c2ncccn2)CC1
    20.0 | 766
O=S(=O)(c1cccs1)N1CCC2(CC1)OCCO2
    1.2 | 802
CC1CCN(C(=O)Cn2c3ccccc3c3nc4n(c(=O)c32)CCCS4)CC1
    10.8 | 735
Cc1cc2nc(/C=C/c3cccnc3)[nH]c2cc1C
    -135.6 | 375
CC(=O)Nc1ccc(NC(=O)C(C)NC(C)c2cccc3ccccc23)cc1 (stereo not given)
    -6.9 | 782
COc1ccc(NC(=O)CSc2nc(-c3ccco3)nc3cc(=O)[nH]n23)cc1Cl
    3.7 | 698
O=C(O)CN1C(=O)C2C3C=CC(C2C1=O)C1C(=O)N(CC(=O)O)C(=O)C31 (stereo not given)
    -10.0 | 658
Clc1ccc(Oc2ccccc2)c2ncccc12
    -1.3 | 828
Cc1ccccc1CNC(=O)c1ccccc1N(C)S(=O)(=O)c1ccccc1
    -0.5 | 793
CC1(C)CC(=O)C=C(Nc2ccc(Cl)cc2)C1
    15.4 | 439
CS(=O)(=O)N1CCN=C1SCc1ccccc1
    10.2 | 736
O=C(C1CC(=O)N(c2ccccc2)C1)N1CCN(c2ccccc2)CC1 (stereo not given)
    -4.7 | 656
CC1Cc2cc(S(=O)(=O)N3CCCCC3C)ccc2N1C(=O)C1CCC1 (stereo not given)
    7.0 | 654
CCOc1nc2cnccc2n(CC(=O)Nc2c(C)cccc2CC)c1=O
    -1.0 | 647
O=C(CCC(=O)N1CCOc2ccc(Cl)cc21)N1CCN(c2ccccn2)CC1
    -12.6 | 732
COc1ccc(CN2CCN(Cc3cc4ccccc4o3)CC2CCO)cc1C (stereo not given)
    10.2 | 831
COC(=O)c1ccc(/C=C2\CCn3c2nc2cc(C(=O)O)ccc2c3=O)cc1
    -8.1 | 710
O=C(CN1CCN(c2ccc(F)cc2)CC1)NCc1ccc(F)cc1
    1.5 | 688
CCC(C)NC(=O)C1(O)c2ccccc2NC(=O)N1c1ccc(C)c(C)c1 (stereo not given)
    -27.0 | 386
CCOC(=O)CN1C(=O)S/C(=C/c2ccc(C)o2)C1=O
    3.5 | 781
CC(C)CNS(=O)(=O)c1ccc(S(=O)(=O)N2CCC(N3CCCCC3)CC2)cc1
    -8.3 | 804
COC(=O)c1ccccc1NC(=O)c1cc[n+]([O-])cc1
    -8.5 | 765
CN(CCOc1ccccc1)C(=S)Nc1ccc(OC(F)F)cc1
    -14.5 | 786
CCN1C(=O)/C(=C2/Sc3ccccc3N2CC)SC1=S
    1.2 | 773
COc1ccc(C(=O)Nc2ccnn2C2CCN(C(C)CSC)CC2)cc1 (stereo not given)
    2.7 | 759
COc1ccc(N2CCN(C(=O)CNC(=O)c3cccs3)CC2)cc1
    -4.6 | 801
CC1CCC(NC(=O)c2ccc(NC3=NC4CS(=O)(=O)CC4S3)cc2)CC1 (stereo not given)
    21.3 | 747
COc1cc(C(=O)NCCc2ncccc2C)ccc1OC1CCN(C(C)=O)CC1
    0.0 | 657
COc1ccc(C(C)C)cc1S(=O)(=O)NC1CCCC1
    -23.9 | 777
CCCS(=O)(=O)c1ncc(Cl)c(C(=O)Nc2ccc(S(=O)(=O)Nc3ncccn3)cc2)n1
    17.3 | 691
CCOc1ccccc1NC(=O)c1sc2nc(C)nc(N3CCOCC3)c2c1C
    -1.1 | 762
Cc1ccc(C(=O)NCc2ccncc2)cc1S(=O)(=O)Nc1cccc(C)c1C
    -49.0 | 657
O=C1c2cc(F)ccc2-n2c1nc1ccccc1c2=O
    -0.9 | 846
Cc1cc2[nH]c(=O)c(=O)[nH]c2cc1S(=O)(=O)N1CCC(C)CC1
    -5.0 | 799
COCCN1CCN(C(=O)C2CCC(=O)N(Cc3cccc(C(F)(F)F)c3)C2)CC1 (stereo not given)
    -5.9 | 651
O=C(Nc1ccc(F)cc1)c1ccc2ncsc2c1
    -1.2 | 807
Cc1ccc2c(c1)/C(=C/c1ccccc1)C(=O)N2
    0.4 | 832
O=C(Nn1cnc2ccccc2c1=O)c1ccc(Br)cc1
    1.5 | 850
CCOc1cc2[nH]c(=S)n(Cc3ccc(C(=O)NCCCOC)cc3)c(=O)c2cc1OCC
    -19.4 | 787
CC1CCC(NC(=O)C(=O)Nc2ccc3c(c2)OCO3)CC1 (stereo not given)
    3.0 | 612
COc1ccc(CCNC(=O)C(=O)NCC2OCCN2S(=O)(=O)c2cccs2)cc1 (stereo not given)
    -13.7 | 845
O=C(CCN1C(=O)c2ccccc2C1=O)NCc1ccc(F)cc1
    -9.7 | 782
Cc1cccc(OCC(=O)Nc2ccc(S(=O)(=O)Nc3onc(C)c3C)cc2)c1C
    -2.3 | 813
Cc1cc(Cl)c2oc(C(=O)N(C)CCCCN3CCOCC3)c(C)c2c1
    -14.5 | 808
COc1ccc(S(=O)(=O)N2CCN(C/C=C/c3ccccc3)CC2)cc1NC(C)=O
    -1.2 | 811
CNC(=O)COc1coc(CN2CCN(c3cccc(Cl)c3)CC2)cc1=O
    12.6 | 767
O=C(CCCCCn1c(=S)[nH]c2ccsc2c1=O)NC1CCCCC1
    2.0 | 747
COc1ccc(-n2nc(C(=O)NCC(=O)Nc3cc(C)ccc3OC)c3ccccc3c2=O)c(OC)c1
    -3.1 | 843

(cont.)
Value order: Lipid droplet | Lipid droplet cells 6.5 µM
Cc1cccc(Cn2c(N3CCN(CCO)CC3)nc3c2c(=O)[nH]c(=O)n3C)c1
    -0.3 | 812
Cc1ccc(S(=O)(=O)N2CCOCC2)cc1C(=O)N(Cc1nnc(-c2ccccc2Cl)o1)C1CC1
    -1.6 | 672
COc1ccc(OC)c(CCNC(=O)c2ccc(CS(=O)Cc3cccc(Cl)c3)o2)c1 (stereo not given)
    -37.8 | 693
CC(=O)Oc1cc(C)cc2oc(=O)cc(-c3ccccc3)c12
    6.0 | 779
Cc1cc(NC(=O)C(C)SCC(=O)OC(C)C(=O)Nc2ccccc2C)no1 (stereo not given)
    -5.4 | 763
O=C(OCC(=O)N1CCCC1)c1cc(F)c(F)cc1Cl
    -2.1 | 792
COC(=O)COc1ccc(-c2nccc(-c3ccc(Br)cc3)n2)cc1
    -10.5 | 659
Cc1[nH]nc2nc(SCC(=O)NC3CCCCC3)n(-c3ccc(Br)cc3)c(=N)c12
    -11.8 | 698
CCOc1ccc(CN2CCNC(=O)C2CC(=O)N(C)CC2CCOCC2)cc1 (stereo not given)
    -4.1 | 791
CCn1cc(/C=C(\NC(=O)c2ccccc2OC)C(=O)NCCCn2ccnc2)c2ccccc21
    -28.8 | 720
CCn1cc(C(=O)NN)c(=O)c2cc(F)c(N3CCN(C)CC3)cc21
    -16.2 | 793
COc1cc(NC(=O)c2cc(-c3ccc(C)cc3)on2)cc(OC)c1OC
    -5.0 | 758
CCOc1ccccc1NC(=O)Nc1ccc2c(c1)OCO2
    -0.8 | 835
COc1cccc(C(=O)/C=C2\NCCc3cc(OC)c(OC)cc32)c1
    -4.9 | 796
Cc1onc(-c2ccccc2Cl)c1C(=O)NNC(=O)c1ccc(F)cc1
    2.5 | 774
CSc1cccc(NC(=S)NC(=O)CCc2ccccc2)c1
    -16.4 | 811
CC(C)(C)OC(=O)NN=C(c1ccc(O)cc1)c1ccc(O)cc1
    -2.5 | 853
CC(C)CC1Nc2ccc(C(=O)NCCCN3CCCCC3C)cc2NC1=O (stereo not given)
    -3.9 | 670
Cc1ccc(S(=O)(=O)C2(C(=O)NCCc3ccccc3)CC2)cc1
    13.5 | 861
Cc1cc(=O)cc(C)n1-c1ccc(Cl)c(Cl)c1
    -2.2 | 860

Copied from the list:
`Cc1cccc(Cn2c(N3CCN(CCO)CC3)nc3c2c(=O)[nH]c(=O)n3C)c1` in Lipid droplet cells 6.5 µM → 812
`CC(C)(C)OC(=O)NN=C(c1ccc(O)cc1)c1ccc(O)cc1` in Lipid droplet cells 6.5 µM → 853

Rewritten field by field: entries from further up.
Cc1onc(-c2ccccc2Cl)c1C(=O)NNC(=O)c1ccc(F)cc1
  Lipid droplet: 2.5	Lipid droplet cells 6.5 µM: 774
CSc1cccc(NC(=S)NC(=O)CCc2ccccc2)c1
  Lipid droplet: -16.4	Lipid droplet cells 6.5 µM: 811

Next structures.
Value order: Lipid droplet | Lipid droplet cells 6.5 µM
COc1cccc(CNC(=O)CCn2ccc3cc(S(=O)(=O)N4CCC(C)CC4)ccc32)c1
    -1.7 | 700
COc1ccccc1OCCNC(=O)c1ccc(Br)cc1
    -21.8 | 843
COc1ccc(Cl)cc1N(C(=O)c1ccco1)C(C(=O)NC1CCCC1)c1cccnc1 (stereo not given)
    -21.1 | 827
Cc1ccc(NC(=O)CCc2c(C)nn(-c3ccc(N4CCOCC4)nn3)c2C)cc1C
    -10.5 | 752
COc1ccc(C(=O)NCc2ccc3c(c2)OCO3)c(OC)c1
    -0.2 | 836
O=C(CN1C(=O)S/C(=C\c2cccs2)C1=O)Nc1ccc(O)cc1C(=O)O
    9.2 | 678
CCOC(=O)N1CCC(NC(=O)CSCc2nc(-c3ccccc3Cl)oc2C)CC1
    -0.8 | 734
Cc1ccccc1NC(=O)OCc1ccccc1
    8.9 | 849
COc1cccc(CN(C(=O)c2cnccn2)C(C(=O)NC2CCCCC2)c2cc(OC)c(OC)c(OC)c2)c1 (stereo not given)
    7.9 | 694
CCn1c(C)c(C)c2cc(C(=O)NCCCN3CCN(C)CC3)ccc21
    -11.9 | 757
COc1cc(C(=O)N/C(=C\c2cn(C)c3ccccc23)C(=O)NCCCN2CCOCC2)cc(OC)c1OC
    -19.4 | 754
Cc1ccccc1NC(=O)C1CCN(C(=O)N2CCOc3ccccc32)CC1
    -1.5 | 730
O=C(CSc1nc2ccc(Cl)cc2[nH]1)NC1CCCC1
    -3.7 | 838
Cc1ccc(NC(=O)COC(=O)C2C3CC4OC(=O)C2C4C3)cc1 (stereo not given)
    15.8 | 818
COc1ccc(C2C3=C(CC(C)(C)CC3=O)N(CC(=O)O)C3=C2C(=O)CC(C)(C)C3)cc1OC
    -2.0 | 815
C[C@@H]1CCC(=O)N(C[C@@H](C)CC#N)CC1
    -1.8 | 770
O=C(NCC1CCCO1)c1cccc(Oc2c(Cl)cccc2[N+](=O)[O-])c1 (stereo not given)
    -9.5 | 789
COc1ccc(NC(=S)N2CCN(S(C)(=O)=O)CC2)cc1OC
    4.9 | 819
O=C(CN(c1ccccc1Cl)S(=O)(=O)c1ccccc1)NCc1ccccc1
    -24.3 | 768
COc1ccc(NC(=O)CSc2nc3n[nH]c(C)c3c(=N)n2-c2ccc(Cl)c(C)c2)cc1OC
    3.1 | 685
Cn1c(SCC(=O)Nc2ccc(N3CCOCC3)cc2)nnc1-c1ccccc1F
    3.9 | 762
Cc1ccc(-n2nc3c(c2NC(=O)c2ccco2)CS(=O)C3)cc1 (stereo not given)
    4.0 | 863
O=C(CCc1ccc(O)c(O)c1)N/N=C/c1cc2c(cc1[N+](=O)[O-])OCO2
    -14.6 | 780
O=C(CSc1nnc(-c2ccco2)o1)N1CCCCC1
    2.9 | 834
O=C1CCCN1CC(O)CS(=O)(=O)Cc1ccc(Cl)cc1Cl (stereo not given)
    12.2 | 847
CCC(C(=O)NCC1CCCO1)N(C(=O)CNS(=O)(=O)c1ccccc1)c1ccc(F)cc1 (stereo not given)
    -20.0 | 816
CCCC1=Nc2cc(C(=O)NCCN3CCCC3)ccc2Sc2ccccc21
    6.0 | 737
COc1ccc(CN2CCN(C(=O)CC(C)C)CC2)cc1
    13.8 | 826
Cc1cc(OCC(=O)N2CCC(O)(c3ccc(Cl)cc3)CC2)c2c(C)cc(=O)oc2c1
    11.5 | 765
COc1ccc(CN(C)C(=O)Cc2c[nH]c3ccccc23)cc1
    -12.5 | 859
CCCCCc1ccc(-c2cn(CCc3c[nH]c4ccccc34)nn2)cc1
    -0.5 | 737
COc1ccc(C(C(=O)NC2CCCC2)N(CCC(C)C)C(=O)CCC(=O)Nc2cc(C)on2)cc1 (stereo not given)
    62.5* | 786*
Cc1ccc(C(=O)N2CCC(C(=O)c3ccc(Cl)cc3)CC2)cc1
    -4.7 | 751
CC(C)c1nnc(NC(=O)CCC2CCCCC2)s1
    1.1 | 788
CCNC(=O)CSC1=N/C(=C\c2ccc(O)c(OCC)c2)C(=O)N1c1ccc(OC(F)F)cc1
    1.9 | 722
Cc1nn(S(=O)(=O)c2ccc(Cl)cc2)c(C)c1S(=O)(=O)N1CCOCC1
    -0.4 | 760
COc1ccc(N(C(=O)c2csnn2)C(C(=O)NC2CCCC2)c2ccccc2)cc1 (stereo not given)
    -2.4 | 788
COCCN1CC(C(=O)NCc2ccccc2-n2ccnc2C)CCC1=O (stereo not given)
    -10.5 | 729
CCN(C(=O)COC(=O)CCS(=O)(=O)c1ccc(C)cc1)C1CCS(=O)(=O)C1 (stereo not given)
    -1.5 | 704
COc1ccc(NC(=O)Nc2ccc(F)cc2)cn1
    2.7 | 850

From PubChem BioAssay
